PI5P4K alpha inh: qHTS for Inhibitors of phosphatidylinositol 5-phosphate 4-kinase (PI5P4K) | Phosphatidylinositol 5-phosphate 4-kinase type-2 alpha (Homo sapiens), P48426 | PI5P4Kalpha enzyme, ADP-Glo luminescence, 60 min; stronger effect = lower value | max response, % | hit rate 1.2% among 330,000 | AID 652105, 2013; active means max response of -50% or lower; inconclusive means between -30% and -50%; inactive means -30% or higher; further: value at the top dose of about 77 µM; on the % scale 0 is the no-effect control and ±100 the full control effect
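Quantitative HTS of the MLSMR library against PI5P4Kalpha with substrate. ATP added last at 5 microM final; room temperature, 60 minutes. Remaining ATP depleted, ADP converted and read as luminescence.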
EPAC1 antag: qHTS for Antagonist of cAMP-regulated guanine nucleotide exchange factor 3 (EPAC1): primary screen; Rap guanine nucleotide exchange factor 3 (Homo sapiens), O95398; EPAC1 GEF assay, Rap1b-BODIPY-GDP exchange fluorescence; Potency, µM (highest dose often 115 µM), for the others: at the highest dose activity change, negative = inhibition, hits mostly inhibitors; hit rate 0.14% among 360,000; AID 720709, 2013;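 further: potency means the concentration at half of the fitted maximal effect; plate controls were vehicle for no effect and positive control for full effect; nearly all actives have a fitted effect of over 50% in size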
EPAC1 agonist: qHTS for Agonist of cAMP-regulated guanine nucleotide exchange factor 3 (EPAC1): primary screen. hit rate 0.073% among 360,000. Potency, µM (top dose mostly 154 µM), for inactives: at the highest dose activation, most hits filed as activators. EPAC1 agonist qHTS, biochemical assay; response scale: 100% = response to 6.5 mM cAMP. AID 720707, 2013; further: potency means the concentration at half of the fitted maximal effect; nearly all actives have a fitted effect of over 60% in size
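EPAC1 100 nM, Rap1B–BODIPY-GDP 250 nM, unlabeled GDP 50 uM; compound titration; 5 min RT; kinetic read ex480/em540 at 5-min intervals ×30 min; data normalized to 6.5 mM cAMP agonist control.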
PLK1 PBD block: qHTS for Inhibitors of PLK1-PDB (polo-like kinase 1 - polo-box domain): Primary Screen. Plk1 PBD binding of FITC phosphopeptide, fluorescence polarization. hit rate 2.8% among 360,000. Potency, µM, for inactives: max response, negative = inhibition, actives largely listed as inhibitors. Serine/threonine-protein kinase PLK1 (Homo sapiens), P53350. AID 720504, 2013; further: potency means the concentration at half of the fitted maximal effect; series mostly up to about 57 µM; on the % scale 0 is the no-effect control and ±100 the full control effect; nearly all actives have a fitted effect of over 65% in size
WRN inhibitor: qHTS for Inhibitors of WRN Helicase | WRN helicase unwinding, fluorescent forked duplex, kinetic | AID 651768, 2012 | Bifunctional 3'-5' exonuclease/ATP-dependent helicase WRN (Homo sapiens), Q14191 | hit rate 0.46% among 360,000 | Potency, µM (highest dose often 114 µM), for inactives: at the highest dose activity change, negative = inhibition, usual class: inhibitors; further: potency means the concentration at half of the fitted maximal effect; on the % scale 0 is the no-effect control and ±100 the full control effect; nearly all actives have a fitted effect of over 55% in size
Target sequence (Q14191 whole entry, looked up): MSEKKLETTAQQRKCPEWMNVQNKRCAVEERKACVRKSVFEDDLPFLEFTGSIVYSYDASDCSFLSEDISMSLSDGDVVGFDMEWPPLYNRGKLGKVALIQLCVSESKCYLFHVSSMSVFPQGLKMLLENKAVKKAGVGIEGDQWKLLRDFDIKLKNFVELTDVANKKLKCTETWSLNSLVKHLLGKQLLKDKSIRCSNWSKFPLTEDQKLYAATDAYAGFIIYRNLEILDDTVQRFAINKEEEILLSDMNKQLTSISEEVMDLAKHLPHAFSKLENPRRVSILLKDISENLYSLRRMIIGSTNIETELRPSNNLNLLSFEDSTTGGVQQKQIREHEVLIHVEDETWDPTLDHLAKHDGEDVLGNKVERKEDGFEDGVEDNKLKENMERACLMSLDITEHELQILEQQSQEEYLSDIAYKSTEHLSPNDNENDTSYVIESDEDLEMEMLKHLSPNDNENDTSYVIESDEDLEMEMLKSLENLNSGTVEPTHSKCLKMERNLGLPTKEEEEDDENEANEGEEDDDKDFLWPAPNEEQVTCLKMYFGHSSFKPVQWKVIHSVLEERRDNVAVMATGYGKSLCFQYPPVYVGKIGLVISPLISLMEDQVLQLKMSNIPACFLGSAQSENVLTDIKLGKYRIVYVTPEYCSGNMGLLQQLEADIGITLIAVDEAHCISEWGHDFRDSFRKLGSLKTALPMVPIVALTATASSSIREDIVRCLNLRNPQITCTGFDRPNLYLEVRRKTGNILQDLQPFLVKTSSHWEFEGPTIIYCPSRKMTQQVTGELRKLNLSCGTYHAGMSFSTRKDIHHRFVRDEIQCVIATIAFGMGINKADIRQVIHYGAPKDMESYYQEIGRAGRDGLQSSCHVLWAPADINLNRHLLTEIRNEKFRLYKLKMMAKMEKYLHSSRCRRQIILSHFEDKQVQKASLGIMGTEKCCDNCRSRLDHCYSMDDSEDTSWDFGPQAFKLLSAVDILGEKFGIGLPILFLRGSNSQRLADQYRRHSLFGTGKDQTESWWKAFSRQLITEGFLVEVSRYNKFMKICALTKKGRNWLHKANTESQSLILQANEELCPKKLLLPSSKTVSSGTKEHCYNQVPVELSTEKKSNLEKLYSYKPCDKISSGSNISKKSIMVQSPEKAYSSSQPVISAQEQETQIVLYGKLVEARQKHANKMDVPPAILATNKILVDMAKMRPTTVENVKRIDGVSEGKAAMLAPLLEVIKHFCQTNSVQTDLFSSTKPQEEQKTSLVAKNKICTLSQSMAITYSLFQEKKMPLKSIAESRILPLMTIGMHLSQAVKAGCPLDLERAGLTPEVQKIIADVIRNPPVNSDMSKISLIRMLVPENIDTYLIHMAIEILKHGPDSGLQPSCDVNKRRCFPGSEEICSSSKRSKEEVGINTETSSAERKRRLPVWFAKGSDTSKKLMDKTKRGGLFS
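Enzyme (20 nM final) and test compound sit together 15 min at room temperature before substrate addition. Substrate is a single-forked duplex oligonucleotide (100 nM) labelled with fluorophore and quencher, with 2 mM ATP; helicase unwinding raises red fluorescence, read kinetically.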
EPAC2 antag: qHTS for Antagonist of cAMP-regulated guanine nucleotide exchange factor 2 (EPAC2): primary screen; hit rate 0.18% among 360,000; AID 720708, 2013; Rap guanine nucleotide exchange factor 4 (Homo sapiens), Q8WZA2; EPAC2 GEF exchange of Rap1B-BODIPY-GDP, fluorescence; Potency, µM (titrated, usually from 114 µM), for the others: at the highest dose activity, negative = inhibition, hits mostly inhibitors; further: potency means the concentration at half of the fitted maximal effect; on the % scale 0 is the no-effect control and ±100 the full control effect; nearly all actives have a fitted effect of over 45% in size; many of its hits are not listed in these tables
CCT chaperon mod: High-Throughput Screening for Modulators of Cytosolic Chaperonin Activity; purified chaperonin ATPase assay, HTRF ADP detection, 30 min; activity change, % (concentration not given with the values), hits read low; hit rate 0.3% among 360,000; AID 651819, 2012; in the data active means activity change below about -30%; further: on the % scale 0 is the no-effect control and ±100 the full control effect
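First, chaperonin was dispensed at 40 nM or 20 nM final depending on batch activity. Next, compounds were pinned at 76 uM and ATP added at 10 uM. After 30 min at 37 °C, ADP detection reagents ran 30 min at ambient temperature.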
Mm-Cpn inhibitor: Inhibitors of TCP-1 ring complex (TRiC) of Methanococcus maripaludis (MmCpn): qHTS. Chaperonin Mm-Cpn (Methanococcus maripaludis). purified Mm-Cpn ATPase, ADP Transcreener TR-FRET. Potency, µM (highest dose often 76.9 µM), for inactives: top-dose activity, negative = inhibition, usual class: inhibitors. hit rate 0.031% among 330,000. AID 504842, 2011; further: potency means the concentration at half of the fitted maximal effect; on the % scale 0 is the no-effect control and ±100 the full control effect; nearly all actives have a fitted effect of over 80% in size
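Reaction buffer contained 30 mM Tris pH 7.4, 100 mM KCl, 5 mM MgCl2 and 1 mM DTT. Mm-CPN (25 nM final) hydrolysed 10 uM ATP over 30 min at 37°C; ADP was read by HTRF.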
An asterisk follows results filed as active; u = inconclusive; x = no result given. Unless noted, the call rests on the fitted dose curve; in most records, active means well fitted curve in the direction sought with a large enough effect; inconclusive means small, poorly fitted or top-dose-only effect, or another doubt; inactive means no such curve, though single readings can be large; an effect the other way counts as inactive or inconclusive.

Results follow in this order: EPAC1 antag, WRN inhibitor, PLK1 PBD block, CCT chaperon mod, Mm-Cpn inhibitor, PI5P4K alpha inh, EPAC1 agonist, EPAC2 antag
> Cc1ccc(NNC(=O)c2ccno2)cc1C
 : -15%, -21%, u, 1.2, -1%, -9, -1%, 11%
> CCCNC(=O)C1(C)CCCN(Cc2cccc(C(F)(F)F)c2)C1 (stereo not drawn)
 : -4%, 1%, -5%, -1.8, x, -5, -16%, -20%
> Cc1ccc(-c2csc3ncnc(Sc4nnc(CN5CCCCCC5=O)o4)c23)cc1
 : 0%, -9%, -22%, -1.4, u, -2, 4%, -1%
> O=C(NCc1ccccc1F)c1ccc(S(=O)(=O)Nc2cccc(C(F)(F)F)c2)cc1
 : u, -5%, 1%, 0.0, 2%, 1, -2%, -14%
> CCN(c1ccccc1)S(=O)(=O)c1ccc(N)c(OC)c1
 : 0%, -10%, -3%, 1.1, 0%, -7, -8%, 6%
> O=C(O)C1=C(C(=O)Nc2ccc(F)c(Cl)c2)CCCC1
 : -9%, -6%, -16%, 0.1, 1%, x, 9%, -6%
> CC(=O)N1N=C(c2ccccc2)CC1c1cccs1 (stereo not drawn)
 : 12%, 1%, -2%, 0.2, 2%, 3, 6%, -20%
> O=C(NC1CCN(C(=O)Nc2ccc(F)cc2)CC1)c1ccc(F)cc1
 : -18%, 10%, 1%, 0.6, 1%, -2, 2%, 4%
> COc1ccc(C(=O)Nc2ccccc2C(=O)NC(Cc2ccc(O)cc2)C(=O)NNC(=O)c2ccc(C)cc2)cc1 (stereo not drawn)
 : 3%, -11%, -9%, -3.7, -2%, 2, -9%, -4%
> Cc1ccc2occ(/C=C/C(=O)O)c(=O)c2c1
 : 6%, 7%, -6%, -1.1, 0%, -14, 0%, 8%
> COCCOC(=O)C1=C(C)NC(=O)N(C(C)=O)C1c1ccc(Cl)cc1 (stereo not drawn)
 : -2%, -4%, -6%, -3.5, 2%, x, 11%, -2%
> CN(C)C=Nc1ccc(Cl)c(Cl)c1
 : 3%, 4%, -2%, -0.8, 4%, 8, 7%, -12%
> CC1CCN(S(=O)(=O)N2CCC(C(=O)NCCN3CCOCC3)CC2)CC1
 : 16%, 3%, -10%, 0.0, 1%, x, 8%, 2%
> COc1ccccc1CC(=O)NC1CC1
 : -15%, -26%, -10%, -2.5, 0%, -6, 4%, -4%
> COC(=O)[C@H](Cc1ccccc1)NC(=O)Nc1ccc(S(N)(=O)=O)cc1
 : 15%, 4%, -4%, -1.9, 1%, 3, -1%, 17%

Given field by field: part of the list above
CCN(c1ccccc1)S(=O)(=O)c1ccc(N)c(OC)c1
  EPAC1 antag: 0% | WRN inhibitor: -10% | PLK1 PBD block: -3% | CCT chaperon mod: 1.1 | Mm-Cpn inhibitor: 0% | PI5P4K alpha inh: -7 | EPAC1 agonist: -8% | EPAC2 antag: 6%
O=C(O)C1=C(C(=O)Nc2ccc(F)c(Cl)c2)CCCC1
  EPAC1 antag: -9% | WRN inhibitor: -6% | PLK1 PBD block: -16% | CCT chaperon mod: 0.1 | Mm-Cpn inhibitor: 1% | PI5P4K alpha inh: x | EPAC1 agonist: 9% | EPAC2 antag: -6%
CC(=O)N1N=C(c2ccccc2)CC1c1cccs1 (stereo not drawn)
  EPAC1 antag: 12% | WRN inhibitor: 1% | PLK1 PBD block: -2% | CCT chaperon mod: 0.2 | Mm-Cpn inhibitor: 2% | PI5P4K alpha inh: 3 | EPAC1 agonist: 6% | EPAC2 antag: -20%
O=C(NC1CCN(C(=O)Nc2ccc(F)cc2)CC1)c1ccc(F)cc1
  EPAC1 antag: -18% | WRN inhibitor: 10% | PLK1 PBD block: 1% | CCT chaperon mod: 0.6 | Mm-Cpn inhibitor: 1% | PI5P4K alpha inh: -2 | EPAC1 agonist: 2% | EPAC2 antag: 4%

(list continues)
Results follow in this order: EPAC1 antag, WRN inhibitor, PLK1 PBD block, CCT chaperon mod, Mm-Cpn inhibitor, PI5P4K alpha inh, EPAC1 agonist, EPAC2 antag
> COc1ccc(-n2nc(C(=O)NCC(=O)N3CCOCC3)c3ccccc3c2=O)c(OC)c1
 : -21%, -4%, 2%, -0.4, 2%, -2, 6%, 3%
> COc1cccc(OCc2cc(C(=O)N(C)Cc3nc4ccccc4[nH]3)no2)c1
 : 10%, -2%, -6%, 2.3, -1%, -3, 6%, -11%
> Cc1cccc(C)c1NC(=O)C1(C)CCC(=O)N1CCCn1ccnc1 (stereo not drawn)
 : 3%, -2%, 2%, -3.0, x, 1, -2%, 7%
> CNc1cncc(-c2cccc(C(=O)N3CCOCC3)c2)n1
 : 13%, -3%, -4%, 1.3, x, -2, 3%, 8%
> OC(CNCc1ccc(Cl)c(Cl)c1)c1ccccc1 (stereo not drawn)
 : 5%, 2%, -7%, -0.4, 1%, 6, 10%, 7%
> COc1nc(OC)nc(Oc2ccc(Cl)cc2[N+](=O)[O-])n1
 : 0%, -6%, -2%, -3.4, 0%, 7, 1%, -2%
> CCN(C(=O)COC(=O)CCCN1C(=O)c2cccc3cccc(c23)C1=O)C1CCS(=O)(=O)C1 (stereo not drawn)
 : -20%, -2%, -6%, -2.2, 1%, -7, -10%, 6%
> O=C(NCCNC(=O)c1ccc(-c2ccc(Cl)c(Cl)c2)o1)c1cnccn1
 : -20%, -6%, -11%, 0.3, 1%, 3, 1%, -13%
> CCOC(=O)N1CCN(C(=O)C[C@@H]2C[C@@]3(C(=O)OC)CCCCC=C3N(CCC3=CCCCC3)C2=O)CC1
 : -17%, -1%, 4%, -0.6, x, 1, -4%, -1%
> CN(C)c1cccc(NC(=O)CCc2ccccc2)c1
 : 5%, -2%, -19%, 1.0, 3%, 2, 8%, -8%
> Cc1nc2c(C(=O)NCc3ccc(F)cc3)c[nH]n2c(=O)c1Cl
 : -1%, -17%, u, -1.5, -7%, x, -4%, u
> Cc1ccc(C(=O)NNC(=O)C(C)Oc2ccc3ccccc3c2)o1 (stereo not drawn)
 : 10%, 17%, -11%, -1.1, -1%, -2, -3%, -4%
> Cc1cc(C(=O)N2CCCC(C(=O)c3ccc(Cl)cc3C)C2)no1 (stereo not drawn)
 : -12%, -27%, -14%, -1.7, -1%, 5, -4%, -4%
> C[C@H](CO)NC(=O)[C@H](C)[C@@H]1C[C@@]1(C)[C@@H](NC(=O)OCc1ccccc1)c1ccccc1
 : -24%, 7%, -12%, -0.6, 0%, -1, 5%, -9%
> COCCCn1c(C)cc(C(=O)COC(=O)C23CC4CC(CC(O)(C4)C2)C3)c1C
 : 0%, 3%, 1%, -1.2, -2%, 10, 2%, 4%

A different layout for 2 compounds above:
Molecule: CN(C)c1cccc(NC(=O)CCc2ccccc2)c1
  EPAC1 antag: 5%
  WRN inhibitor: -2%
  PLK1 PBD block: -19%
  CCT chaperon mod: 1.0
  Mm-Cpn inhibitor: 3%
  PI5P4K alpha inh: 2
  EPAC1 agonist: 8%
  EPAC2 antag: -8%

Molecule: CCOC(=O)N1CCN(C(=O)C[C@@H]2C[C@@]3(C(=O)OC)CCCCC=C3N(CCC3=CCCCC3)C2=O)CC1
  EPAC1 antag: -17%
  WRN inhibitor: -1%
  PLK1 PBD block: 4%
  CCT chaperon mod: -0.6
  Mm-Cpn inhibitor: x
  PI5P4K alpha inh: 1
  EPAC1 agonist: -4%
  EPAC2 antag: -1%

(list continues)
Results follow in this order: EPAC1 antag, WRN inhibitor, PLK1 PBD block, CCT chaperon mod, Mm-Cpn inhibitor, PI5P4K alpha inh, EPAC1 agonist, EPAC2 antag
> CC(C)CNS(=O)(=O)c1ccc(CCC(=O)N2CCC(C(N)=O)CC2)cc1
 : -7%, 1%, -9%, 0.4, -1%, 0, -1%, 0%
> COc1ccc(NC(=O)C2CC(=O)N(c3cc(C)ccc3C)C2)cc1 (stereo not drawn)
 : 3%, 1%, -5%, 0.9, 1%, -5, 0%, 6%
> COc1ccc(/C=C2\SC(=O)N(CC(=O)NCCC(C)C)C2=O)cc1OC
 : -5%, -23%, -5%, 1.5, -1%, 2, -1%, 0%
> COc1ccc(/C=C2\Sc3ccc(C(=O)N4CCCC4)cc3N(C)C2=O)cc1OC
 : -14%, -3%, u, -17, 0%, 0, 10%, -1%
> CCOC(=O)c1c(CSc2ccc(CC)cc2)oc2ccc(O)c(CN(C)C)c12
 : -9%, 3%, -10%, 1.3, 0%, 2, 4%, -1%
> Cc1oc(-c2ccccc2Cl)nc1CN(C)C(C)c1ccon1 (stereo not drawn)
 : 0%, -7%, -6%, -3.7, -1%, 5, 4%, 1%
> CCOC(=O)CCCNC(=O)COC(=O)c1cccc(C)c1O
 : 11%, -1%, -10%, 1.3, -1%, -2, -16%, 11%
> COc1ccc(CNC(=O)COC(=O)c2nc3nc(C)cc(C)n3n2)cc1
 : -10%, 6%, 0%, -0.3, -2%, -12, 5%, -3%
> CC(C)(C)CC(=O)O/N=C(\N)c1ccncc1
 : 9%, -4%, -3%, 1.0, -1%, 0, 6%, 2%
> COc1ccc(S(=O)(=O)NCC(c2ccco2)N2CCOCC2)cc1 (stereo not drawn)
 : 11%, 7%, -7%, 1.8, 0%, 6, 2%, 17%
> COc1ccc(-n2nc3cc(C)c(NC(C)=O)cc3n2)cc1
 : 15%, 12%, -10%, -4.7, -2%, -5, 12%, -4%
> CCC(CO)NC(=O)c1ccccc1C(F)(F)F (stereo not drawn)
 : -16%, -6%, -23%, -0.1, 0%, -2, 14%, 1%
> CCCNC(=O)CN1C(=O)NC(CCc2ccccc2)C1=O (stereo not drawn)
 : -11%, -3%, -4%, -0.8, 0%, -8, -2%, 4%
> Cc1ccccc1NC(=O)C1Cc2ccccc2CN1C(=O)c1ccco1 (stereo not drawn)
 : -8%, -12%, 1%, 0.7, -2%, u, 1%, -12%
> Cc1nn(CCOc2ccccc2)c(=O)n1-c1ccccc1F
 : 3%, 4%, 1%, -0.4, -1%, x, 4%, -2%

Source: PubChem (National Center for Advancing Translational Sciences (NCATS))

A portion of the library. The share of hits here may be higher or lower than overall.
